MT stabilizer: microtubule stabilization, imaging screen. HeLa tubulin immunostaining HCS, 24 h; share of cells brighter than vehicle mean+2SD. % tubulin-high responders, % at 10 µM. actives 0.83% (n = 200,000);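 active = plate Z-score above 3 for both tubulin-high and condensed-nucleus cell shares, with cell loss under 80%, at 10 µM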;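 also: anti alpha tubulin signal scored within the nucleus-defined area of each cell; some results filed as inactive read as strong as hits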
P. falciparum M17LAP: P. falciparum M17LAP inhibitors, primary screen, biochemical, fluorogenic H-Leu-NHMec substrate, 1536-well (AID 1619); actives 0.38% (n = 220,000); recombinant M17LAP, H-Leu-NHMec fluorogenic kinetic assay; higher % means a stronger effect; one-dose inhibition, % at 30 µM; IC50 in µM for titrated hits;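 active = compound inhibiting the enzyme by more than half at any dose during confirmatory dose-response retesting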;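 also: plate controls were full reaction with DMSO carrier for no effect and no enzyme background for full effect; strong numbers were not always called active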
Lipid droplet: hepatic lipid droplet formation modulation; AML12 mouse hepatocytes, oleate lipid droplets, BODIPY imaging; inhibition, % at 6.5 µM; actives 0.4% (n = 240,000);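 active = lipid droplet intensity inhibited by at least 50%, with more than 500 cells counted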
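Material – AML12 mouse liver cells · Also added – oleate loading, 100 µM · Compound dosing – 6.5 µM single-point dosing · Times – overnight treatment with compound plus oleate · Measured by – fluorescence imaging, 20x objective, two fields per well · Read-out – percent inhibition of filter-corrected integrated lipid droplet intensity per well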
Autophagy mod: autophagy modulation, high-content screen; actives 0.98% (n = 190,000); MEF GFP-LC3 puncta imaging; test concentration mostly 10 µM; calls only at 10 µM (by protocol); AID 463193;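 active = percentage of spot-positive cells more than 3 SD above its plate mean, without a fluorescence outlier flag or 80% toxicity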;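 also: spot-positive cell cutoff set from DMSO-treated cells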
Dynein cargo inh: dynein cargo transport inhibition | 3617.4 mouse cells, GR-EGFP nuclear translocation imaging; test concentration mostly 20 µM; stimulated with dexamethasone, 1 µM; hits give low values | z-score, hits read low | actives 0.47% (n = 220,000);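 active = plate z-score of nuclear minus cytoplasmic receptor signal below a set negative limit, without overly bright fluorescence or cell loss, cut at about -3.5 in these data, passing the limit was not always enough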;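 also: z-score of nuclear minus cytoplasmic ring GR-EGFP intensity difference per well; some compounds called inactive have numbers as strong as hits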
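Buffer or medium: Induction medium lacking tetracycline, stripped serum | Also added: Dexamethasone agonist, 1.0 µM final, for 30 min | Timing: 48 h induction, 1 h compound, 30 min dex at 37 °C | Detection: Formaldehyde fixation, Hoechst nuclear stain, 10x automated fluorescence imaging | Measure: Nuclear versus cytoplasmic GR-EGFP signal, averaged per well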
Insulin prom up: MIN6 insulin promoter up-regulation; MIN6 insulin promoter-GFP reporter, high-content imaging; hits give high values; z-score at 5 µM; actives 0.3% (n = 190,000); AID 1625;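 active = z-score above 3 at 5 µM with at least 500 cells counted in the well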
Yfh1-depleted yeast: mitochondrial function rescue without frataxin homolog – Friedreich's ataxia, plus single-dose screen, dose response (AID 1465) | fold induction at 50 µM, or EC50 in µM where a hit was titrated | actives 0.074% (n = 220,000) | S. cerevisiae Yfh1-off respiration, WST-1 reduction, 72 h; higher fold induction means a stronger effect;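 active = fold induction of absorbance versus untreated yeast above a set limit, then at least 30% activation at any dose in follow-up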;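 also: activators that raise dye reduction in frataxin-depleted yeast; strong numbers were not always called active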
M1AAP inhibition: P. falciparum M1AAP inhibitors, biochemical, fluorogenic H-Leu-NHMec substrate, 1536-well (AID 1445) | recombinant M1AAP, H-Leu-NHMec fluorogenic kinetic assay; higher % means a stronger effect | inhibition, % at 30 µM, or IC50 in µM where a hit was titrated | actives 0.42% (n = 220,000);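 active = primary inhibition above the hit cutoff, then over 50% inhibition at one or more dose response concentrations, cut at about 23% in these data, passing the limit was not always enough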;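 also: plate controls were DMSO full reaction for no effect and no enzyme background for full effect; strong numbers were not always called active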
CSM14.1 death rescue: rescue of cells from ER stress-induced death, primary screen, 384-well, CSM14.1, thapsigargin, ATP luminescence (AID 1222) | 190,000 tested, under 10 active | CSM14.1 thapsigargin-induced death rescue, ATP luminescence; higher % means a stronger effect | one-dose cellular ATP content (survival), % at 20 µM; EC50 in µM for titrated hits;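 active = EC50 below 50 µM in the dose-response confirmation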;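 also: death triggered by thapsigargin at about 15 µM added after 2 h compound pretreatment; cell ATP read after overnight thapsigargin exposure of roughly 18 to 22 hours; normalized against plate controls of thapsigargin alone and 5% DMSO vehicle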
Dynein cargo inh cytoplasmic EGFP: further read-out of Dynein cargo inh, marked with its call; z-score; measured here: cytoplasmic GR-EGFP intensity; hits give high values
Dynein cargo inh nuclear GR-EGFP: recorded beside Dynein cargo inh, whose call it bears; z-score; measured here: nuclear GR-EGFP intensity;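 lower value marks the stronger effect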
Dynein cargo inh cell count: further read-out of Dynein cargo inh, marked with its call; z-score; measured here: cell count per field
Insulin prom up cell count: also measured in Insulin prom up; calls as there; cell count; measured here: cytotoxicity, nuclei count;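 total cells summed across four imaged fields per well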
Lipid droplet cells 6.5 µM: recorded beside Lipid droplet, whose call it bears; cell count; measured here: cell count, cytotoxicity flag;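 cells counted across two imaged fields per well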
MT stabilizer Hoechst-high %: further read-out of MT stabilizer, marked with its call; % Hoechst-high responders; measured here: nuclear condensation Hoechst responders;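 share of cells brighter than vehicle mean plus two SD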
MT stabilizer cytotoxicity %: second read-out of MT stabilizer, no call of its own (marks repeat the call); toxicity, %; measured here: cytotoxicity by cell density;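 0% = mean cell density of plate MIN control wells and 100% = no cells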
Autophagy mod cell loss 18 h: further read-out of Autophagy mod, marked with its call; toxicity, %; measured here: cell loss, nuclei count;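 cell loss after 18 h compound exposure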
* marks the source's active call; other numbers are inactive results; i = inactive; nt = not tested or not shown.

cpd	structure	MT stabilizer	MT stabilizer Hoechst-high %	MT stabilizer cytotoxicity %	P. falciparum M17LAP	Lipid droplet	Lipid droplet cells 6.5 µM	Autophagy mod	Autophagy mod cell loss 18 h	Dynein cargo inh
1	COc1cc(/C=C/C(=O)N2CCN(CC(O)COc3ccccc3)CC2)cc(OC)c1OC (centres undefined)	3.5	1.4	8.1	4%	nt	nt	i	12	0.078
2	CCOCCCNC(=O)Cc1ccc(OC)c(OC)c1	2.1	0.1	45	-7%	-7	719	i	-3	1.6
3	O=C(Nc1ncc2c(n1)CC(c1ccco1)CC2=O)c1ccc(Cl)cc1 (centres undefined)	2.0	2.7	12	-5%	nt	nt	i	2	-0.38
4	COc1ccc2[nH]c3c(N4CCN(Cc5ccc6c(c5)OCO6)CC4)ncnc3c2c1	21*	22*	41*	22%	nt	nt	i	19	-0.73
5	CCOC(=O)c1ccc(N/C=C/C(=O)c2ccccc2)cc1	2.1	1.7	3.6	12%	2	676	i	5	-1
6	COc1ccc2c(c1)c(C(=O)N/N=C/c1ccccc1Cl)c(C)n2C	nt	nt	nt	-3%	-6	719	nt	nt	2.5
7	O=C(CNC(=O)c1ccccc1)OCc1ccc([N+](=O)[O-])cc1	2.7	3.0	6.2	3%	21	701	i	-5	-0.37
8	O=C(COC(=O)c1ccccc1Nc1ccccc1)NCc1ccccc1Cl	6.3	1.8	9.1	-10%	17	675	i	9	0.62

cpd	Dynein cargo inh cytoplasmic EGFP	Dynein cargo inh nuclear GR-EGFP	Dynein cargo inh cell count	Insulin prom up	Insulin prom up cell count	Yfh1-depleted yeast	M1AAP inhibition	CSM14.1 death rescue
1	-0.21	-0.15	0.027	nt	nt	i	-2%	-0.6%
2	0.22	1.4	-1.6	-0.99	1284	i	7%	0.0%
3	-0.22	-0.023	0.31	nt	nt	nt	7%	-0.8%
4	-0.12	-0.34	1.2	-5.2	588	i	10%	4.6%
5	-0.28	-0.47	0.84	-0.16	1533	i	6%	-0.9%
6	-0.19	1.3	-1.5	-0.31	968	i	-2%	nt
7	-0.24	-0.29	-0.5	-0.15	1235	i	3%	-2.5%
8	-0.26	0.097	0.044	-0.99	1265	i	12%	-1.5%

Random excerpt: 4 compounds from above
cpd	structure	MT stabilizer	MT stabilizer Hoechst-high %	MT stabilizer cytotoxicity %	P. falciparum M17LAP	Lipid droplet	Lipid droplet cells 6.5 µM	Autophagy mod	Autophagy mod cell loss 18 h	Dynein cargo inh
3	O=C(Nc1ncc2c(n1)CC(c1ccco1)CC2=O)c1ccc(Cl)cc1 (centres undefined)	2.0	2.7	12	-5%	nt	nt	i	2	-0.38
1	COc1cc(/C=C/C(=O)N2CCN(CC(O)COc3ccccc3)CC2)cc(OC)c1OC (centres undefined)	3.5	1.4	8.1	4%	nt	nt	i	12	0.078
4	COc1ccc2[nH]c3c(N4CCN(Cc5ccc6c(c5)OCO6)CC4)ncnc3c2c1	21*	22*	41*	22%	nt	nt	i	19	-0.73
7	O=C(CNC(=O)c1ccccc1)OCc1ccc([N+](=O)[O-])cc1	2.7	3.0	6.2	3%	21	701	i	-5	-0.37

cpd	Dynein cargo inh cytoplasmic EGFP	Dynein cargo inh nuclear GR-EGFP	Dynein cargo inh cell count	Insulin prom up	Insulin prom up cell count	Yfh1-depleted yeast	M1AAP inhibition	CSM14.1 death rescue
3	-0.22	-0.023	0.31	nt	nt	nt	7%	-0.8%
1	-0.21	-0.15	0.027	nt	nt	i	-2%	-0.6%
4	-0.12	-0.34	1.2	-5.2	588	i	10%	4.6%
7	-0.24	-0.29	-0.5	-0.15	1235	i	3%	-2.5%

Carrying on:
cpd	structure	MT stabilizer	MT stabilizer Hoechst-high %	MT stabilizer cytotoxicity %	P. falciparum M17LAP	Lipid droplet	Lipid droplet cells 6.5 µM	Autophagy mod	Autophagy mod cell loss 18 h	Dynein cargo inh
9	CC(=O)NC1C(Oc2cccc(C)c2)OC2COC(c3ccco3)OC2C1O (centres undefined)	2.1	2.3	5.5	10%	7	708	i	-7	-0.25
10	CCN(CC)CCCN1C(=O)C(=O)/C(=C(/O)c2ccc3c(c2)OCCO3)C1c1ccco1 (centres undefined)	2.8	1.6	4.4	13%	nt	nt	i	8	-0.27
11	CN(c1ccccn1)c1ncnc2[nH]ncc12	nt	nt	nt	4%	18	742	nt	nt	-0.084
12	O=C(/C=C/c1cccc(Cl)c1)NCCc1ccccc1	1.3	4.4	10	-3%	7	688	i	-3	-0.65
13	COC(=O)c1nc2n(n1)C(c1ccc([N+](=O)[O-])cc1)C(C(=O)Nc1ccc(Cl)cc1)=C(C)N2 (centres undefined)	4.1	1.9	0.6	2%	-18	558	i	-5	-0.0043
14	C/C(=N\NC(=O)c1nn(C)cc1Cl)c1ccncc1	6.0	2.2	6.5	-6%	11	637	i	-11	0.043
15	CN1CCN(Cc2cc(Cl)c3cccnc3c2OC(=O)c2cccs2)CC1	2.4	2.3	0.7	2%	9	716	i	-12	-0.62
16	Cc1cc(C(=O)NN=C2CCCCC2)c2ccccc2n1	4.7	2.1	4.4	-3%	-33	628	i	7	-0.17

cpd	Dynein cargo inh cytoplasmic EGFP	Dynein cargo inh nuclear GR-EGFP	Dynein cargo inh cell count	Insulin prom up	Insulin prom up cell count	Yfh1-depleted yeast	M1AAP inhibition	CSM14.1 death rescue
9	0.16	0.17	-0.41	-0.26	1542	i	4%	1.1%
10	-0.31	0.2	0.3	-0.39	1286	i	7%	-2.2%
11	-0.29	-0.068	0.47	0.06	1066	i	-4%	nt
12	-0.31	-0.66	0.6	0.06	1519	i	6%	-0.6%
13	-0.23	0.048	0.017	-0.27	1542	i	0%	-2.1%
14	-0.25	0.15	1.4	-0.1	1345	i	2%	-0.7%
15	-0.24	-0.51	0.62	0.53	1315	i	-2%	-0.9%
16	-0.26	-0.22	0.13	0.08	1516	i	7%	1.1%

Looked up above:
Reading of #14 in CSM14.1 death rescue: -0.7%
Reading of #11 in P. falciparum M17LAP: 4%
Reading of #9 in Autophagy mod cell loss 18 h: -7
Reading of #10 in P. falciparum M17LAP: 13%

Next structures.
cpd	structure	MT stabilizer	MT stabilizer Hoechst-high %	MT stabilizer cytotoxicity %	P. falciparum M17LAP	Lipid droplet	Lipid droplet cells 6.5 µM	Autophagy mod	Autophagy mod cell loss 18 h	Dynein cargo inh
17	O=C(CC(NCc1ccccn1)C(=O)O)Nc1ccccc1Cl (centres undefined)	2.0	1.6	7.9	15%	10	689	i	7	-1.4
18	COc1ccc(C2=Nc3ccc(C)cc3C(c3ccccc3)N2CC(=O)NN)cc1 (centres undefined)	1.2	2.0	9.0	-19%	5	725	i	-5	-0.24
19	Cc1cc(NC(=O)CSc2nnc(-c3cccs3)n2N)no1	4.1	2.3	4.0	2%	nt	nt	i	9	0.31
20	Cc1ccc(/C=N/N2CCN(c3ccncc3S(=O)(=O)N3CCCCC3)CC2)cc1	1.8	2.6	7.7	3%	nt	nt	i	5	0.4
21	CCCn1c(=O)c2ccccc2n2c(Sc3nnnn3-c3ccccc3)nnc12	3.1	2.1	13	0%	nt	nt	i	4	0.0084
22	CN(Cc1ccccc1)S(=O)(=O)c1ccc(NS(C)(=O)=O)cc1	3.0	2.6	25	2%	12	745	i	-1	-0.6
23	Cn1c(=O)[nH]c2cc(Cl)cnc21	9.3	1.6	2.7	-10%	nt	nt	i	-2	0.12
24	C[C@H](NS(=O)(=O)c1ccccc1F)C(=O)OCC(=O)N1CCc2ccccc21	1.5	1.5	5.2	1%	12	766	i	-1	-0.5
25	O=C(CN(c1ccc(F)cc1)S(=O)(=O)c1ccc2c(c1)OCCO2)NCc1ccccn1	2.5	1.5	4.4	15%	-14	746	nt	nt	-0.46
26	O=S(=O)(NC1CCCCC1NS(=O)(=O)c1ccc(F)cc1)c1ccc(F)cc1 (centres undefined)	2.2	1.8	9.8	0%	-15	784	i	2	-0.7
27	CCOc1ccc(NC(=S)N2CCC(N(C)CCN3CCOCC3)CC2)cc1	2.1	2.0	3.4	5%	-43	664	i	-8	0.0055

cpd	Dynein cargo inh cytoplasmic EGFP	Dynein cargo inh nuclear GR-EGFP	Dynein cargo inh cell count	Insulin prom up	Insulin prom up cell count	Yfh1-depleted yeast	M1AAP inhibition	CSM14.1 death rescue
17	-0.18	-0.89	0.86	1.2	1342	i	-11%	-2.7%
18	-0.052	-0.68	-0.55	0.11	1565	i	7%	-1.1%
19	-0.26	0.32	0.54	0	1392	i	2%	-0.5%
20	-0.22	0.28	0.42	0.18	1424	i	-2%	-1.1%
21	-0.14	0.21	0.77	-0.01	1011	i	0%	3.1%
22	-0.29	-0.26	0.86	-0.33	1294	i	8%	-1.1%
23	-0.082	0.38	0.63	0.05	1068	i	3%	-1.9%
24	-0.19	0.027	0.31	-0.14	875	i	4%	1.0%
25	-0.21	0.069	0.21	-0.6	959	i	12%	-2.4%
26	-0.25	-0.3	0.83	0.07	1219	i	8%	-1.9%
27	-0.24	0.081	0.12	-0.48	1475	i	8%	-3.3%

Assay outcomes (PubChem)
